# Screening results (PubChem)
# ALDH1A1 inh: ALDH1A1 (human) enzyme inhibition; Purified ALDH1A1, NADH fluorescence, propionaldehyde substrate; 220,000 tested, 7.3% active; P00352; Potency, µM (doses to about 75.3 µM), for the others: top-dose activity, negative = inhibition, hits mostly inhibitors; active = well fitted inhibition curve with a large enough effect, not every such curve was filed as active; inconclusive = small, poorly fitted or top-dose-only effect, or another doubt; inactive = no such curve, though single readings can be large or run the other way;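 note: plate controls were no enzyme wells and a reference inhibitor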
# Target sequence (P00352 whole entry, looked up): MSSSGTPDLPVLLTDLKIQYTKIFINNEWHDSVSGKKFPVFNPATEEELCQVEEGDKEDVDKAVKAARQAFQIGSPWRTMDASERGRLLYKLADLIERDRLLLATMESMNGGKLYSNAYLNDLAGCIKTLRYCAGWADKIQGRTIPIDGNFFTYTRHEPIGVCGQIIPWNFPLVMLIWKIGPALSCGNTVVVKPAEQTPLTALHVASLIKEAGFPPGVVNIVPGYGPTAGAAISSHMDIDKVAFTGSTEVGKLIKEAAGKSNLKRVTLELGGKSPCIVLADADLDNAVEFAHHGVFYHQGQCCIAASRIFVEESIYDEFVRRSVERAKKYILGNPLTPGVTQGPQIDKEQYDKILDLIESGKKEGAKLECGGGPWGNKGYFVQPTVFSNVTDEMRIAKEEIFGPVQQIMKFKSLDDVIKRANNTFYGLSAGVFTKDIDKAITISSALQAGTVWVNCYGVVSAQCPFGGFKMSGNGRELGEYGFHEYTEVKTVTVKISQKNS
# aGal spleen mod: alpha-galactosidase A (human) modulation; 240,000 tested, 0.008% active; human spleen homogenate, 4MU-alpha-Gal fluorescence, 40 min; P06280; Potency, µM (titrated, usually from 80 µM), for the others: at the highest dose activity change, negative = inhibition, hits mostly inhibitors; AID 2107;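 note: 0% = enzyme with vehicle and -100% = no enzyme basal signal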
#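 Fluorogenic readout (Ex 365/Em 440 nm) of 4-methylumbelliferone released from 1 mM 4-MU-alpha-galactoside by spleen homogenate, 40 min at 37C, pH 5.0. Data normalized to no-enzyme and enzyme controls; Hill-equation AC50 from compound titrations.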
# TRb SRC2 PPI: TRbeta-SRC2 interaction inhibition; P10828; TRbeta-SRC2 peptide binding, fluorescence polarization; receptor liganded with 1 µM T3; Potency, µM (titrated, usually from 106 µM), inactives show at the highest dose activity change, negative = inhibition, usual class: inhibitors; 280,000 tested, 0.065% active; AID 1469;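 note: plate controls were bound peptide for no effect and peptide without receptor for full effect; nearly all actives have a fitted effect of over 50% in size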
# Target sequence (P10828 whole entry, looked up): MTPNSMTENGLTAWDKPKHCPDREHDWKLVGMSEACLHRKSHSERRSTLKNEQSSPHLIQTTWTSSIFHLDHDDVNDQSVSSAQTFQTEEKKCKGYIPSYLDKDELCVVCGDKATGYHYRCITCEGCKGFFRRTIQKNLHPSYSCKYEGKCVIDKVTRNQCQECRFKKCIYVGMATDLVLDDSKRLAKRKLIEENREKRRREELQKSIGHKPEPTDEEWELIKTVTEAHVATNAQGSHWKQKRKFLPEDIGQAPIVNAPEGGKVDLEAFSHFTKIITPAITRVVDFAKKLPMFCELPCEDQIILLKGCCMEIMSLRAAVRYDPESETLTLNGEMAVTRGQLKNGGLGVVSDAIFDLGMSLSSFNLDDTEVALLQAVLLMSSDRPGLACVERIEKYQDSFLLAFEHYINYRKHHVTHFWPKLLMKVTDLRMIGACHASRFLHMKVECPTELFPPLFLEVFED
#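 Fluorescence polarization of 20 nM Texas Red SRC2 peptide (20-aa NR interaction domain) bound to 0.6 uM human TRb ligand-binding domain, with 1 uM T3, after 5 hr at ambient temperature; inhibition seen as decreased polarization.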
# Tau FP inhib: inhibitors of human tau fibril formation; K18 P301L tau heparin fibrillization, Alexa594 FP, 6 h; 280,000 tested, 0.39% active; AID 1468; Potency, µM (doses to about 57.7 µM), for the others: at the highest dose activity, negative = inhibition, actives largely listed as inhibitors; note: nearly all actives have a fitted effect of over 55% in size
# Target sequence (P10636 561-689 P618L limits assumed): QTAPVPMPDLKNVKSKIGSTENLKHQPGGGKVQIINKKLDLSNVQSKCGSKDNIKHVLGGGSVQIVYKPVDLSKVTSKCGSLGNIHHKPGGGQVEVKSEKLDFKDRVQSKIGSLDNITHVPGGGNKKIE
#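 Steps: dispense K18 P301L tau (15 uM plus 0.24 uM Alexa 594 tracer, final) in pH 7 sodium acetate; add compound; add heparin (20 uM final); incubate 6 hr, 37 C; add ThT (30 uM final); after 1 hr ambient, read FP.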
# Tau fluor cs: counter-screen for tau fibril formation inhibitors; tau K18 P301L Alexa594 fluorescence, heparin fibrillization; Potency, µM (highest dose often 57.7 µM), without a hit: at the highest dose activity change, negative = decrease; 280,000 tested, 0.93% active; AID 1463; note: nearly all actives have a fitted effect of over 55% in size
#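 Human K18 P301L tau (15 uM unlabeled plus 0.24 uM Alexa 594-labeled, final) in 100 mM sodium acetate pH 7 was mixed with compound and 20 uM heparin and incubated 6 hr at 37 C.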
# L3MBTL1 inh: inhibitors of human L3MBTL1; Potency, µM (doses to about 57.1 µM), for inactives: at the top dose activity, negative = inhibition, usual class: inhibitors; AlphaScreen L3MBTL1–H3K9me1 peptide binding; 230,000 tested, 0.66% active; AID 485360; Q9Y468; note: nearly all actives have a fitted effect of over 60% in size
#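 AlphaScreen proximity signal between nickel-chelate acceptor and streptavidin donor beads (final 10 ug/mL) reports binding of 50 nM L3MBTL1 to 75 nM biotin-H3 K9me1 peptide; complex incubated with compounds 30 min at room temperature; cefsulodin titration as control.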
# TexasRed fluor: Texas Red fluorescence interference in TRb-SRC2 counter-screen. TRb/SRC2 Texas Red total fluorescence interference. 280,000 tested, 0.29% active. Potency, µM (doses to about 106 µM), inactives show at the top dose fluorescence change, negative = quenching. AID 1479; active = well fitted curve in either direction with a large enough effect; inconclusive = small, poorly fitted or top-dose-only effect
#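 Flags fluorescent or light-absorbing compounds by total fluorescence, S + 2P, at 555 nm excitation and 632 nm emission. Mixture: 20 nM Texas Red SRC2 peptide, 0.6 uM human TRb LBD, 1 uM T3, 5% DMSO; compound exposure 5 h at ambient temperature.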
# Tau ThT inhib: tau fibrillization inhibition (ThT binding). recombinant tau K18 P301L (four-repeat tau fragment), heparin-induced fibrillization, ThT fluorescence. Potency, µM (titrated, usually from 57.4 µM), for inactives: at the top dose activity, negative = inhibition, hits mostly inhibitors. P10636. AID 1460. 270,000 tested, 2.1% active; note: nearly all actives have a fitted effect of over 55% in size
#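 In this qHTS, human K18 P301L tau is incubated with compound and heparin for 6 hr at 37 C, and Thioflavin T fluorescence then reports fibril load.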
# Starred values were filed as active, the others as inactive; u = inconclusive; x = no result given; & = joins results of further samples; [ ] = another dose, or the depositor's remark. Unless noted, calls come from the whole dose curve; as a rule, active = well fitted curve in the direction sought with a large enough effect; inconclusive = small, poorly fitted or top-dose-only effect, or another doubt; inactive = no such curve, though single readings can be large; an effect the other way counts as inactive or inconclusive. Unless noted, % is set by controls: 0 for no effect and ±100 for the full control effect; potency is the fitted concentration of half-maximal effect. This is a random part of the collection; any-hit rate near 8.5%.
SMILES,ALDH1A1 inh,aGal spleen mod,TRb SRC2 PPI,Tau FP inhib,Tau fluor cs,L3MBTL1 inh,TexasRed fluor,Tau ThT inhib
Cc1ccccc1OCC(=O)Nc1ccc2nc(SCC(=O)N3CCOCC3)sc2c1,x,x,0%,-1%,-20%,x,-3%,-10%
CC1(C)CC(=O)C(C=Nc2cccnc2)=C(O)C1,7.9µM*,3%,-3%,0%,-5%,-10%,-2%,-16%
COc1cc(NC(=O)c2ccccc2C)c(OC)cc1NC(=O)CN1CCOCC1,-1%,2%,-2%,15%,-15%,-7%,1%,-15%
COc1ccc(-n2nnc3c(SCC(=O)NCC4CCCO4)ncnc32)cc1 (stereo unspecified),1%,-14%,-15%,-1%,-10%,-5%,-6%,u
Nc1cccc(N)c1,-5%,-1%,-2%,x,x,x,-4%,x
CC(C)(C)n1nc2c(c1NC(=O)c1ccc(S(=O)(=O)N3CCCC3)cc1)CS(=O)C2 (stereo unspecified),u,2%,-5%,8%,2%,x,0%,-1%
O=C(NCc1ccccc1)c1ccc2c(c1)CCN2S(=O)(=O)c1ccc(Cl)cc1,x,x,4%,-7%,-30%,x,-2%,1%
CCOCCOC(=O)COc1ccc(N2C(=O)c3ccccc3C2=O)cc1,14%,10%,3%,0%,-6%,3%,-2%,-13%
O=C(Nc1ccccc1)Nc1scc2c1c(=O)oc1ccccc12,x,-7%,-4%,-11%,-18%,x,-7%,x
CCOC(=O)c1csc(COc2ccccc2Cl)n1,x,-6%,4%,-8%,u,x,-1%,x
Cn1c(C(=O)N(Cc2ccccc2)Cc2cccs2)cc2sccc21,u,0%,-5%,-4%,-12%,x,-2%,-18%
NC(=O)c1ccc(Nc2ccc([N+](=O)[O-])cc2[N+](=O)[O-])cc1,-4%,-3%,-3%,-2%,-8%,-13%,-1%,u
N#CC1=C2SCN(Cc3ccccc3)CN2C(=O)CC1c1cccs1 (stereo unspecified),11µM*,-5%,5%,u,-28%,-16%,-4%,28µM*
O=C(CN1C(=O)NC2(CCc3ccccc32)C1=O)Nc1cc(C(F)(F)F)ccc1N1CCOCC1 (stereo unspecified),5%,5%,9%,2%,-7%,1%,-1%,1%
CC(C)CC(NS(=O)(=O)c1cccc(C(=O)O)c1)C(=O)O (stereo unspecified),7%,-5%,12%,-5%,5%,x,0%,7%
COc1cc(-c2noc(-c3cc4cc(F)ccc4oc3=O)n2)cc(OC)c1OC,x,x,-1%,1%,-8%,x,-1%,-1%
COc1ccc(OCC(=O)Nc2sc3c(c2C(=O)NCC2CCCO2)CCC3)cc1 (stereo unspecified),u,16%,4%,1%,-15%,u,-3%,-8%
CC(=O)N1c2ccc(N=Cc3cc(Br)cc(Br)c3O)cc2CC1C (stereo unspecified),x,-4%,-2%,u,-6%,x,-6%,u
COc1ccc(COC(=O)N/N=C2/C[C@@H](O)[C@@H](O)[C@@H]3[C@H]4C(=O)N(c5ccc(F)cc5F)C(=O)[C@@H]4CC[C@@H]23)cc1,-3%[13.5 µM],-6%[17.5 µM],3%[11.2 µM],-5%[11.6 µM],-10%[11.6 µM],x,0%[11.2 µM],-7%[11.5 µM]
COC(=O)c1cnn(-c2ccc(C(=O)Nc3cc(OC)c(OC)c(OC)c3)cc2)c1N,x,x,4%,9%,-19%,x,-7%,u
COC(=O)c1cc(NC(=O)CSc2nncn2C)cc(C(=O)OC)c1,-12%,4%,-2%,1%,-2%,x,-4%,-4%
O=S(=O)(c1ccccc1)c1cnc(-c2cccnc2)nc1-c1ccc(Cl)c(Cl)c1,-2%,3%,2%,0%,0%,8%,0%,0%
CCOc1ccc2nc(N3CCCC(C(=O)NCc4ccc(C)cc4)C3)sc2c1 (stereo unspecified),x,x,1%,3%,-22%,x,3%,u
CCn1cnc2c1c(=O)n(Cc1csc(-c3ccccc3)n1)c(=O)n2Cc1ccccc1,u,-13%,0%,-6%,-22%,-15%,-2%,-16%
COc1ccc(S(=O)(=O)Nc2ccccn2)cc1OC,-8%,4%,-1%,-12%,-13%,7%,2%,-7%

# 3 records picked at random from the list so far, as already listed:
SMILES,ALDH1A1 inh,aGal spleen mod,TRb SRC2 PPI,Tau FP inhib,Tau fluor cs,L3MBTL1 inh,TexasRed fluor,Tau ThT inhib
COc1cc(-c2noc(-c3cc4cc(F)ccc4oc3=O)n2)cc(OC)c1OC,x,x,-1%,1%,-8%,x,-1%,-1%
COC(=O)c1cnn(-c2ccc(C(=O)Nc3cc(OC)c(OC)c(OC)c3)cc2)c1N,x,x,4%,9%,-19%,x,-7%,u
N#CC1=C2SCN(Cc3ccccc3)CN2C(=O)CC1c1cccs1 (stereo unspecified),11µM*,-5%,5%,u,-28%,-16%,-4%,28µM*

# Sorted by SMILES length (smallest number first): some entries from above.
SMILES,ALDH1A1 inh,aGal spleen mod,TRb SRC2 PPI,Tau FP inhib,Tau fluor cs,L3MBTL1 inh,TexasRed fluor,Tau ThT inhib
CC1(C)CC(=O)C(C=Nc2cccnc2)=C(O)C1,7.9µM*,3%,-3%,0%,-5%,-10%,-2%,-16%
CC(=O)N1c2ccc(N=Cc3cc(Br)cc(Br)c3O)cc2CC1C (stereo unspecified),x,-4%,-2%,u,-6%,x,-6%,u
Cc1ccccc1OCC(=O)Nc1ccc2nc(SCC(=O)N3CCOCC3)sc2c1,x,x,0%,-1%,-20%,x,-3%,-10%

# Other structures
SMILES,ALDH1A1 inh,aGal spleen mod,TRb SRC2 PPI,Tau FP inhib,Tau fluor cs,L3MBTL1 inh,TexasRed fluor,Tau ThT inhib
CCOC(=O)c1c(-c2ccc(C)cc2)cn2ccccc12,u,3%,-7%,-8%,u,46%[activator],-1%,u
CCC(C(=O)Nc1ccccc1C(=O)N1CCCC1)N1C(=O)c2ccccc2C1=O (stereo unspecified),17%,21%,0%,-1%,1%,0%,-5%,-1%
N#Cc1ccc(S(=O)(=O)Nc2ccc3ccccc3n2)cc1,-5%,14%,3%,-3%,-12%,-1%,-2%,-8%
COc1ccc2c(c1OC)C(=O)OC2c1c(O)nc(SC)n(-c2ccccc2)c1=O (stereo unspecified),8%,-1%,-22%,-9%,-9%,-1%,2%,-13%
CC(C)c1ccc(NC(=O)C(c2ccccc2)N2CCN(C=O)CC2)cc1 (stereo unspecified),u,2%,-1%,2%,-12%,6%,2%,-11%
CCOc1ccc(S(=O)(=O)NCCCl)cc1,14%,1%,0%,-1%,-8%,11%,-3%,-9%
O=C(NC1CCCCC1)c1ccccc1NC(=S)NC(=O)C1CC1,-3%,-3%,-3%,0%,0%,2%,-6%,-2%
CCOC(=O)C(NCc1ccco1)(NC(=O)c1ccc(OC)cc1)C(F)(F)F (stereo unspecified),11%,-3%,8%,-1%,3%,-4%,2%,-1%
Cc1cc(C)cc(Oc2ccccc2CO)c1,1%,8%,-12%,5%,4%,9%,-5%,2%
CCS(=O)(=O)N1CC(=O)N(c2ccc(Cl)cc2)C(C)(C(=O)NC2CCCCC2)C1 (stereo unspecified),x,x,0%,1%,0%,x,3%,3%
O=C(CN1CCCc2ccccc21)NCCc1ccc(F)cc1,u,-7%,-10%,-8%,-24%,x,-8%,-14%
COc1ccc(C(=O)c2ccc(N3CCN(C(=O)c4ccc(F)cc4)CC3)c(F)c2)cc1Br,u,3%,2%,u,u,x,1%,u
Cc1nn2c(C)c(C(=O)NCCc3ccccc3)cnc2c1-c1ccccc1,x,x,1%,6%,-9%,x,u,u
O=C(Nc1cccc([N+](=O)[O-])c1)c1ccc(CN2CCOCC2)cc1,u,-1%,-1%,-5%,9%,-19%,1%,6%
C=CCOc1ccc(C(=O)Nc2ccc(OCC)cc2)cc1,8%,-7%,-7%,7%,7%,-2%,-1%,u
CCn1c(SCC(=O)NNC(=O)c2ccccc2)nnc1-c1ccco1,1%,10%,-8%,1%,4%,1%,-1%,3%
O=C(Nc1ccc(Oc2cccnc2)cc1)c1ccccc1F,0%,-2%,2%,-3%,-12%,5%,-5%,-8%
CCn1c(SCC(=O)NC2CCCCC2C)nnc1-c1ccc(OC)cc1 (stereo unspecified),-10%,-25%,-7%,-2%,-2%,-2%,1%,-6%
Cn1cnc([N+](=O)[O-])c1S(=O)(=O)c1cccc(Cl)c1,u,2%,2%,12%,-14%,6%,5%,u
Cc1ccsc1/C=C1\CCC(C2CCCC2)C1=O (stereo unspecified),u,8%,3%,0%,-9%,x,0%,u
COc1ccc(C(C)NC(=O)c2ccccc2)cc1 (stereo unspecified),-2%,2%,-4%,4%,-3%,x,-4%,-2%
Cc1cc(C)cc(NC(=O)C2(c3cccs3)CCOCC2)c1,-3%,-3%,2%&-2%,-16%&0%,-11%&6%,12%,0%&-5%,-5%&2%
Cc1ccc(-c2nc(S(=O)(=O)c3ccc(F)cc3)c(SCC(=O)NCC3CCCO3)o2)cc1 (stereo unspecified),-7%,11%,u,-10%,-3%,-23%,1%,1%
O=C(O)CN1C(=O)/C(=C/c2ccc(N3CCCCC3)o2)SC1=S,x,3%,0%,u,-3%,32µM*,16%,16µM*
O=C(CNC(=O)c1ccccc1Br)N/N=C/c1cc(Br)ccc1O,3%,10%,-3%,-7%,u,x,0%,u
# Going on with the list.
SMILES,ALDH1A1 inh,aGal spleen mod,TRb SRC2 PPI,Tau FP inhib,Tau fluor cs,L3MBTL1 inh,TexasRed fluor,Tau ThT inhib
Cc1ccc2[nH]c(=S)cc(C)c2c1,3.2µM*,0%,-2%,-2%,0%,-9%,-2%,u
Cc1nc2c(sc3nc(N4CCOCC4)c4c(c32)CC(C)(C)OC4)c(-c2ccccc2)c1C(=O)O,u,7%,0%,-2%,-1%,0%,2%,-13%
COc1ccc(S(=O)(=O)c2c(C(=O)c3ccc(C)c(C)c3)cnc3ccc(C)cc23)cc1,x,x,0%,u,-5%,x,6%,-3%
N#Cc1nc(-c2ccc(F)cc2)oc1NCc1cccc2c1OCO2,u,-5%,1%,14%,9%,-16%,-2%,11%
COc1ccc(OC)c(N/C(=N/c2nc(C)cc(C)n2)NC(C)=O)c1,x,6%,-1%,4%,-18%,x,4%,-17%
CCC12CN3CC(CC)(CN(C1)C3c1cc(Br)ccc1OC)C2=O (stereo unspecified),x,x,-6%,7%,-3%,x,0%,5%
CCOCCOC(=O)c1ccc(NC(=O)c2cc(OC)c(OC)c(OC)c2Br)cc1,4%,2%,0%,-3%,-7%,-4%,-8%,-9%
COc1ccc2[nH]c3c(c2c1)CCN(C(=O)CCC1CCCC1)C3c1ccc(F)cc1 (stereo unspecified),x,x,-4%,4%,-22%,x,0%,-10%
